Bioassay records as filed in PubChem BioAssay.
Siah-1 displacement: Siah-1 peptide-binding antagonists, primary screen, biochemical, fluorescence polarization, rhodamine-plectin, uHTS (AID 1817). displacement, % at 20 µM; hits with a dose series show IC50 in µM. E3 ubiquitin-protein ligase SIAH1 (Homo sapiens). actives 0.02% (n = 290,000). Siah-1 / rhodamine-plectin peptide fluorescence polarization; higher % means a stronger effect;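 active = displacement of at least 50% at 20 µM, with a fluorescence ratio check between 0.3 and a set limit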;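 note: plate controls were Siah plus tracer with DMSO for no effect and tracer alone without Siah for full effect; strong numbers were not always called active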
KOR beta-arrestin-1: KOR antagonists, beta-arrestin recruitment, cell-based, luminescence, uHTS (AID 1778). actives 0.091% (n = 290,000). Kappa-type opioid receptor (Homo sapiens). KOR beta-arrestin recruitment, luminescence, antagonist mode; higher % means a stronger effect. inhibition, % at 10 µM; hits with a dose series show IC50 in µM; note: strong numbers were not always called active
NOD1 inhibition: NOD1 signaling inhibitors, primary screen, cell-based, luminescence, uHTS (AID 1578); one-dose inhibition, % at 4 µM; EC50 in µM for titrated hits; NOD1-driven NF-kB luciferase reporter cells, luminescence; higher % means a stronger effect; actives 1% (n = 290,000); in the data active = inhibition mostly above about 36%, no sharp cut-off; inactive = mostly below about 34%;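 note: HEK-293T reporter cells stimulated with the NOD1 agonist gamma-tri-DAP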
LYP phosphatase: inhibitors of LYP phosphatase, biochemical, fluorescence intensity, uHTS (AID 1779); Tyrosine-protein phosphatase non-receptor type 22 (Homo sapiens); recombinant LYP phosphatase, fluorescence intensity; higher % means a stronger effect; one-dose inhibition, % at 11.5 µM; IC50 in µM for titrated hits; actives 0.054% (n = 290,000);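 note: plate controls were vehicle with enzyme for no effect and no enzyme for full effect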
PhoP inhibition: inhibitors of PhoP regulon expression, primary screen, Salmonella Typhimurium, GFP reporter (AID 1863); actives 0.16% (n = 300,000); S. Typhimurium PhoP-regulated promoter GFP reporter, 4 h; higher % means a stronger effect; inhibition, % at 50 µM; hits with a dose series show IC50 in µM;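 active = inhibition over 29.93%, a cutoff 3 SD above the screen mean, later confirmed by dose response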;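 note: 0% = low Mg2+ inducing control and 100% = high Mg2+ repressing control; strong numbers were not always called active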
KOR beta-arrestin-2: KOR agonists, beta-arrestin recruitment, primary screen, cell-based, luminescence, uHTS (AID 1777); actives 0.02% (n = 280,000); one-dose activation, % at 10 µM; EC50 in µM for titrated hits; Kappa-type opioid receptor (Homo sapiens); KOR beta-arrestin recruitment, luminescence; higher % means a stronger effect; in the data active = activation above about 50%, passing the limit was not always enough; note: a part of the inactive calls stands beside numbers as strong as those of hits
Myeloid diff MLP: induction of myeloid progenitor differentiation, primary screen, cell-based, flow cytometry, MLPCN library; ER-HoxA9 myeloid progenitors, lysozyme-GFP differentiation; actives 1% (n = 360,000); calls only at 10 µM;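 active = normalized GFP-positive differentiation at or above the plate's own cutoff, the solvent-only control mean plus 3 SD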;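 note: cells exposed to compound for four days before flow analysis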
HIV peptide binding: inhibitors of HIV fusion peptide binding, primary screen, biochemical, uHTS, fluorescence dequenching (AID 1986) | one-dose inhibition, % at 20 µM; IC50 in µM for titrated hits | cell-free peptide binding, fluorescence dequenching, 30 min; higher % means a stronger effect | actives 0.3% (n = 290,000); in the data active = inhibition mostly above about 52%, no sharp cut-off; inactive = mostly below about 76%; note: some results filed as inactive read as strong as hits
HEK293 NOD2/NF-kB: NOD2 signaling inhibitors, cell-based, luminescence, uHTS, HEK293 (AID 1566); HEK293 NOD2/NF-kB luciferase reporter, luminescence; higher % means a stronger effect; inhibition, % at 4 µM, or EC50 in µM where a hit was titrated; actives 0.63% (n = 290,000); note: many of its hits are not listed in these tables
Myeloid diff MLP GFP+ MAC1+ %: also measured in Myeloid diff MLP; calls as there; GFP+ MAC1+ double positive, %; measured here: differentiation confirmed by MAC1 staining
* = called active by the depositor. Cut-off read from the data, not from the text of the source, unless noted: active = inhibition above about 50%; inactive = the rest. This is a subset, so the mix of outcomes need not match the whole.

`CC(=O)NC(CCS(C)(=O)=O)C(=O)Nc1ccccc1` (stereo not given) gave Siah-1 displacement 6%, KOR beta-arrestin-1 24%, NOD1 inhibition -20%, LYP phosphatase -1%, PhoP inhibition 12%, KOR beta-arrestin-2 -1.3%, Myeloid diff MLP inactive, HIV peptide binding 3.2%, HEK293 NOD2/NF-kB 12% and Myeloid diff MLP GFP+ MAC1+ % 2.3.
For CC(=O)OC1C(N2CCCCC2)c2c(ccc(/C=C/C(=O)N3CCCCC3)c2O)OC1(C)C (stereo not given) the results were Siah-1 displacement 10%, KOR beta-arrestin-1 -4%, NOD1 inhibition -23%, LYP phosphatase 1%, PhoP inhibition -1%, KOR beta-arrestin-2 -1.1%, Myeloid diff MLP inactive, HIV peptide binding 0.3%, HEK293 NOD2/NF-kB -21% and Myeloid diff MLP GFP+ MAC1+ % 0.4.
Cc1ccc(-c2nnc(N(C)C(=O)C3CCCO3)s2)cn1 (stereo not given) was read as Siah-1 displacement 1%, KOR beta-arrestin-1 -21%, NOD1 inhibition -44%, LYP phosphatase -3%, PhoP inhibition 5%, KOR beta-arrestin-2 3.2%, Myeloid diff MLP inactive, HIV peptide binding -0.5%, HEK293 NOD2/NF-kB -6% and Myeloid diff MLP GFP+ MAC1+ % 0.4.
CO/N=C/c1ccc(Oc2ccc(C)cc2)nc1 was read as Siah-1 displacement 6%, KOR beta-arrestin-1 -18%, NOD1 inhibition -3%, LYP phosphatase -3%, PhoP inhibition -1%, KOR beta-arrestin-2 -0.6%, Myeloid diff MLP inactive, HIV peptide binding -3.0%, HEK293 NOD2/NF-kB -17% and Myeloid diff MLP GFP+ MAC1+ % 0.5.
Nc1c(C(=O)c2ccco2)oc2ccccc12 was read as Siah-1 displacement 5%, KOR beta-arrestin-1 20%, NOD1 inhibition -43%, LYP phosphatase -2%, PhoP inhibition 3%, KOR beta-arrestin-2 -2.4%, HIV peptide binding 0.4% and HEK293 NOD2/NF-kB -24%.
For COC(=O)[C@H](C)NC(=O)NC1CCCc2ccccc21 (stereo not given in full) the results were Siah-1 displacement 1%, KOR beta-arrestin-1 17%, NOD1 inhibition 3%, LYP phosphatase -4%, PhoP inhibition 8%, KOR beta-arrestin-2 -1.3%, Myeloid diff MLP inactive, HIV peptide binding 0.4%, HEK293 NOD2/NF-kB 3% and Myeloid diff MLP GFP+ MAC1+ % 5.2.
`COc1cc(/C=N/N2C(C)CCCC2C)cc(OC)c1O` (stereo not given) gave Siah-1 displacement -6%, KOR beta-arrestin-1 -12%, NOD1 inhibition 6%, LYP phosphatase -3%, PhoP inhibition 0%, KOR beta-arrestin-2 -5.9%, Myeloid diff MLP inactive, HIV peptide binding -4.2%, HEK293 NOD2/NF-kB 14% and Myeloid diff MLP GFP+ MAC1+ % 0.3.
For Cc1ccccc1NS(=O)(=O)c1ccc(OCC(=O)NCc2ccco2)cc1 the results were Siah-1 displacement 5%, KOR beta-arrestin-1 13%, NOD1 inhibition -21%, LYP phosphatase -2%, PhoP inhibition 11%, KOR beta-arrestin-2 -1.8%, Myeloid diff MLP inactive, HIV peptide binding -1.2%, HEK293 NOD2/NF-kB 2% and Myeloid diff MLP GFP+ MAC1+ % 0.6.
COc1ccc(C(=O)C2CCCN(C(=O)c3c4c(nn3C)CCCC4)C2)cc1F (stereo not given) was read as Siah-1 displacement -7%, KOR beta-arrestin-1 11%, NOD1 inhibition 2%, LYP phosphatase -8%, PhoP inhibition -5%, KOR beta-arrestin-2 0.1%, Myeloid diff MLP active, HIV peptide binding -1.4%, HEK293 NOD2/NF-kB 8% and Myeloid diff MLP GFP+ MAC1+ % 0.9*.
CCCOc1ccc(N2C(=O)CC(NCc3cccnc3)C2=O)cc1 (stereo not given) was read as Siah-1 displacement 4%, KOR beta-arrestin-1 -20%, NOD1 inhibition -22%, LYP phosphatase -1%, PhoP inhibition -4%, KOR beta-arrestin-2 2.7%, Myeloid diff MLP inactive, HIV peptide binding -0.8%, HEK293 NOD2/NF-kB 10% and Myeloid diff MLP GFP+ MAC1+ % 0.2.

Entries above with an aryl methoxy group, in the order listed:
`COc1cc(/C=N/N2C(C)CCCC2C)cc(OC)c1O` (stereo not given) gave Siah-1 displacement -6%, KOR beta-arrestin-1 -12%, NOD1 inhibition 6%, LYP phosphatase -3%, PhoP inhibition 0%, KOR beta-arrestin-2 -5.9%, Myeloid diff MLP inactive, HIV peptide binding -4.2%, HEK293 NOD2/NF-kB 14% and Myeloid diff MLP GFP+ MAC1+ % 0.3.
COc1ccc(C(=O)C2CCCN(C(=O)c3c4c(nn3C)CCCC4)C2)cc1F (stereo not given) was read as Siah-1 displacement -7%, KOR beta-arrestin-1 11%, NOD1 inhibition 2%, LYP phosphatase -8%, PhoP inhibition -5%, KOR beta-arrestin-2 0.1%, Myeloid diff MLP active, HIV peptide binding -1.4%, HEK293 NOD2/NF-kB 8% and Myeloid diff MLP GFP+ MAC1+ % 0.9*.

Remaining list, next part.
For CCN1CCN(Cc2nnc(-c3ccc(C)cc3)o2)CC1 the results were Siah-1 displacement 0%, KOR beta-arrestin-1 -31%, NOD1 inhibition -11%, LYP phosphatase 2%, PhoP inhibition -5%, KOR beta-arrestin-2 2.5%, Myeloid diff MLP inactive, HIV peptide binding 1.7%, HEK293 NOD2/NF-kB -1% and Myeloid diff MLP GFP+ MAC1+ % 0.2.
O=C(CNC(=O)C1CCCCC1)NCc1ccco1 was read as Siah-1 displacement -3%, KOR beta-arrestin-1 14%, NOD1 inhibition -24%, LYP phosphatase 4%, PhoP inhibition -3%, KOR beta-arrestin-2 -0.9%, Myeloid diff MLP inactive, HIV peptide binding 2.3%, HEK293 NOD2/NF-kB -3% and Myeloid diff MLP GFP+ MAC1+ % 0.6.
`CCOc1ccc(NC(=O)Cc2c(C(=O)O)n(C)c3ccccc23)cc1` gave Siah-1 displacement 1%, KOR beta-arrestin-1 24%, NOD1 inhibition 4%, LYP phosphatase -5%, PhoP inhibition 6%, KOR beta-arrestin-2 -23%, Myeloid diff MLP inactive, HIV peptide binding 1.9%, HEK293 NOD2/NF-kB 8% and Myeloid diff MLP GFP+ MAC1+ % 0.3.
O=c1[nH]cnc2scc(-c3ccc(Br)cc3)c12 was read as Siah-1 displacement 40%, KOR beta-arrestin-1 14%, NOD1 inhibition -5%, LYP phosphatase -11%, PhoP inhibition 3%, KOR beta-arrestin-2 -3.5%, Myeloid diff MLP inactive, HIV peptide binding 2.2%, HEK293 NOD2/NF-kB 0% and Myeloid diff MLP GFP+ MAC1+ % 0.3.
Screening Cc1cnc(C(=O)OCC(=O)N(Cc2ccccc2)C(C)C)cn1 returned Siah-1 displacement 0%, KOR beta-arrestin-1 -24%, NOD1 inhibition -29%, LYP phosphatase 1%, PhoP inhibition 5%, KOR beta-arrestin-2 -1.1%, Myeloid diff MLP inactive, HIV peptide binding -0.5%, HEK293 NOD2/NF-kB -4% and Myeloid diff MLP GFP+ MAC1+ % 0.4.
For Cc1ccc(Sc2oc(/C=N/n3cnnc3)cc2Br)cc1 the results were Siah-1 displacement -6%, KOR beta-arrestin-1 -18%, NOD1 inhibition 2%, LYP phosphatase -2%, PhoP inhibition 2%, KOR beta-arrestin-2 -9.5%, Myeloid diff MLP inactive, HIV peptide binding -2.1%, HEK293 NOD2/NF-kB -7% and Myeloid diff MLP GFP+ MAC1+ % 5.8.
`O=C(/C(Cl)=C/Nc1ccc(Br)cn1)C(F)(F)F` gave Siah-1 displacement -5%, KOR beta-arrestin-1 -36%, NOD1 inhibition 4%, LYP phosphatase 1%, PhoP inhibition -7%, KOR beta-arrestin-2 1.5%, Myeloid diff MLP inactive, HIV peptide binding -1.0%, HEK293 NOD2/NF-kB 2% and Myeloid diff MLP GFP+ MAC1+ % 0.3.
`CC(=O)C1=C(C)NC(SCC(=O)c2ccc(Cl)cc2Cl)=C(C#N)C1c1ccco1` (stereo not given) gave Siah-1 displacement -4%, KOR beta-arrestin-1 -13%, NOD1 inhibition -13%, LYP phosphatase 3%, PhoP inhibition -16%, KOR beta-arrestin-2 5.6%, Myeloid diff MLP inactive, HIV peptide binding -0.4%, HEK293 NOD2/NF-kB 2% and Myeloid diff MLP GFP+ MAC1+ % 8.9.
For COc1ccc(OC)c(Nc2nc(N)nc(CSc3nnc(-c4ccncc4)o3)n2)c1 the results were Siah-1 displacement -2%, KOR beta-arrestin-1 -14%, NOD1 inhibition -16%, LYP phosphatase -3%, PhoP inhibition -14%, KOR beta-arrestin-2 0.6%, HIV peptide binding -3.2% and HEK293 NOD2/NF-kB 9%.
Screening CCN1CCN(C(=O)/C(=C/c2ccco2)NC(=O)c2ccccc2)CC1 returned Siah-1 displacement 8%, KOR beta-arrestin-1 2%, NOD1 inhibition -12%, LYP phosphatase -4%, PhoP inhibition 1%, KOR beta-arrestin-2 -4.4%, Myeloid diff MLP inactive, HIV peptide binding 3.2%, HEK293 NOD2/NF-kB 2% and Myeloid diff MLP GFP+ MAC1+ % 0.6.
For COC(=O)[C@H](Cc1ccccc1)NC(=O)NCc1ccc(S(N)(=O)=O)cc1 the results were Siah-1 displacement 0%, KOR beta-arrestin-1 19%, NOD1 inhibition -1%, LYP phosphatase -9%, PhoP inhibition -11%, KOR beta-arrestin-2 -5.7%, Myeloid diff MLP inactive, HIV peptide binding -0.5%, HEK293 NOD2/NF-kB 10% and Myeloid diff MLP GFP+ MAC1+ % 6.8.
CCOc1ccc(N(CC(=O)NCC2CCCO2)S(=O)(=O)c2ccc(C)cc2)cc1 (stereo not given) was read as Siah-1 displacement 0%, KOR beta-arrestin-1 0%, NOD1 inhibition -41%, LYP phosphatase 1%, PhoP inhibition -2%, KOR beta-arrestin-2 -1.3%, Myeloid diff MLP inactive, HIV peptide binding -1.9%, HEK293 NOD2/NF-kB -6% and Myeloid diff MLP GFP+ MAC1+ % 2.1.
CC(=O)NN=C1CCC(c2ccccc2)CC1 (stereo not given) was read as Siah-1 displacement -1%, KOR beta-arrestin-1 30%, NOD1 inhibition -23%, LYP phosphatase -4%, PhoP inhibition 5%, KOR beta-arrestin-2 2.4%, Myeloid diff MLP inactive, HIV peptide binding -0.4%, HEK293 NOD2/NF-kB 7% and Myeloid diff MLP GFP+ MAC1+ % 0.4.
N#CCCN1CCN(C2=NC(=O)C(=C3CCCCC3)S2)CC1 was read as Siah-1 displacement -5%, KOR beta-arrestin-1 -39%, NOD1 inhibition 3%, LYP phosphatase 0%, PhoP inhibition -2%, KOR beta-arrestin-2 -6.7%, Myeloid diff MLP inactive, HIV peptide binding -1.6%, HEK293 NOD2/NF-kB 7% and Myeloid diff MLP GFP+ MAC1+ % 1.3.
Cc1cs/c(=N\N=C\c2ccc(O)cc2)n1Cc1ccco1 was read as Siah-1 displacement 1%, KOR beta-arrestin-1 0%, NOD1 inhibition -42%, LYP phosphatase -1%, PhoP inhibition 16%, KOR beta-arrestin-2 -0.1%, Myeloid diff MLP inactive, HIV peptide binding -0.6%, HEK293 NOD2/NF-kB 1% and Myeloid diff MLP GFP+ MAC1+ % 0.5.
